Screening data from PubChem.
mHTT-CaM PPI inh = mHTT-calmodulin interaction abrogation; 3.6% of 190,000 active; AlphaScreen His-mHTT/GST-CaM binding, luminescence; inhibition, % at 15 µM;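 note: 0% = both proteins with DMSO and 100% = one protein alone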
Pf apPOL inh = Pf-apPOL DNA polymerase inhibition. Recombinant Pf-apPOL, molecular beacon fluorescence, 1.5 h. inhibition, % at 10 µM. 0.25% of 210,000 active. AID 1794808
The depositor's hits bear a star; · = not tested or not shown; & = joins results of further samples. Cut-off read from the data, not from the text of the source: active = inhibition above about 50%; inactive = the rest.

Fields – mHTT-CaM PPI inh | Pf apPOL inh
> O=C1NC(=Nc2ccccn2)SC1Cc1ccc(Cl)cc1 (centres undefined)
→ 0 | 1
> CCCN1C(=O)C(CC(=O)N2CCCCCC2)Sc2ncccc21 (centres undefined)
→ -6 | 2
> Cc1nc(-c2nnc(NC(=O)Cc3ccc4c(c3)OCO4)o2)cs1
→ 43 | 6
> CC(=O)NCCc1csc(C2CCCN(C(=O)Cc3ccccc3C)C2)n1 (centres undefined)
→ 3 | 0
> COc1cc(CN2CCCC2c2cc(C(C)C)on2)cc(OC)c1OC (centres undefined)
→ 10 | -3
> CC(C)(Oc1ccc(Cl)cc1)c1nc(-c2ccncc2)no1
→ -19 | -6
> O=C(Nc1ccc(F)cc1)N1CCN(c2ccc(F)cc2)CC1
→ -3 | -9
> C=C1C(=O)OC2C1CCC1(C)C(O)CCC(=C)C21 (centres undefined)
→ · | -7
> COC(=O)CN(C)C(=O)NCC12CC3CC(CC(C3)C1)C2
→ 0 | 3
> O=C(Nc1ccc(Cl)cc1)c1cc(S(=O)(=O)N2CCc3ccccc32)ccc1F
→ -12 | 28
> S=c1[nH]c2ccccc2s1
→ 2 | ·
> CCOC(=O)c1ccc(N2Cc3ccc(OC)c(OC)c3C2=O)cc1
→ -1 | 2
> NC(=O)c1sc2nsc(SCc3ccccc3Cl)c2c1N
→ 25 | -3
> COc1cccc(CNC(=O)N2CCC3(CC2)CC(=O)c2ccccc2O3)c1
→ -4 | 4
> COCCCNC(=O)C1CCN(c2nc3ccc(-c4cncnc4)nc3s2)CC1
→ 4 | -1
> Cc1ccc2cc(F)ccc2[n+]1C
→ · | 8
> CC(=O)N1CCc2cc(Br)cc(S(=O)(=O)Nc3ccc(C)cc3Cl)c21
→ 5 | -4
> Cc1cccc(NC(=O)N2CCc3c(c(-c4nc(Cc5ccccc5)no4)nn3C)C2)c1
→ 22 | -4
> Cc1cccc(CC(=O)Nc2c3c(nn2C(C)(C)C)CS(=O)C3)c1 (centres undefined)
→ -8 | -3
> Cc1cccc(C(=O)N2CCCC2COc2ccc(C(=O)N3CCOCC3)cc2)c1 (centres undefined)
→ 0 | 14
> CCc1ccc(N2NC(=O)/C(=C\c3ccc(OC)cc3)C2=O)cc1
→ 1 | 5
> CCOCCCNC(=O)C1CCN(c2nccnc2Sc2ccc(C)cc2)CC1
→ -5 | -7
> CCc1ccc(CNC(=O)CCC(=O)N2CCCn3nc(C)cc32)cc1
→ -4 | -1
> O=C(NCCN1CCCCCC1)c1ccc2ncnc(N3CCCC3)c2c1
→ 13 | -4
> CCC(=O)Nc1nc2ccc(OC)cc2s1
→ -6 | -2
> Nc1ccc2nn(-c3ccc([N+](=O)[O-])cc3)nc2c1
→ 5 | -3
> Cc1cc(C)cc(NC(=O)c2ccc([N+](=O)[O-])cc2)c1
→ 3 | -2
> Cc1cc(OCc2nc(-c3ccncc3)no2)ccc1Cl
→ -9 | -58
> COc1cc2c(cc1OC)C(C(=O)NCc1cccs1)C1c3ccccc3CCN1C2=O (centres undefined)
→ 4 | -1
> c1ncn(C23CC4CC(CC(C4)C2)C3)n1
→ -4 | -9
> O=S(=O)(c1ccc(F)c(Cl)c1)N1CCC(CN2CCCCC2)CC1
→ -2 | -1
> Cc1cc(C(F)F)nc2sc(-c3nnc(-c4ccccc4Br)o3)c(N)c12
→ -3 | -5
> N=c1ncn(Cc2ccccc2)c2nc(SCCOc3ccccc3F)[nH]c12
→ 9 | -24
> Cc1nnc(-c2cc(C)n(CC(=O)Nc3ccc(F)cc3)c2C)o1
→ 11 | 1
> Cc1nc2ccc3nc(NC(=O)c4cc([N+](=O)[O-])ccc4Cl)sc3c2s1
→ 10 | 0
> O=C(c1c(Cl)cccc1Cl)N1CCN(c2ccccc2F)CC1
→ -10 | 0
> O=C1C2C(c3ccccc3)OC3(C(=O)c4ccccc4C3=O)C2C(=O)N1Cc1ccc(Cl)cc1 (centres undefined)
→ 19 | -1
> CSc1nnc2c(n1)OC(c1ccc(Br)cc1)N(C(C)=O)c1ccccc1-2 (centres undefined)
→ 75* | -6
> O=C1C(=Cc2ccc(Cl)cc2)Oc2cc(O)ccc21
→ -5 | -8
> COc1cccc(C=C2SC(=S)N(C(CCC(=O)O)C(=O)O)C2=O)c1OC (centres undefined)
→ 2 | -12
> O=C(CCNS(=O)(=O)c1ccc(Br)s1)NC1CCCCC1
→ -4 | -1
> O=C(Nc1cc(Cl)ccc1Cl)c1cccc(Cl)c1
→ -10 | -7
> CCOc1ccc(-n2nc(C(=O)Nc3ccc4c(c3)OCO4)c3ccccc3c2=O)cc1
→ 6 | -1
> CC(C)(C)OC(=O)COc1ccc2c(c1)OC(=Cc1ccccc1F)C2=O
→ 0 | 4
> Nc1nonc1C(=O)NCCN=Cc1ccccc1O
→ 0 | -4
> Cc1ccc2snc(C(=O)N(C)C)c2c1
→ -5 | -3
> Cc1c(Cl)cccc1NC(=O)CN1CCc2ccccc2C1C(=O)N1CCC(C)CC1 (centres undefined)
→ 69* | -6
> CCC(=O)N1N=C(c2ccccc2)CC1c1cc2cc3c(cc2nc1Cl)OCCO3 (centres undefined)
→ 0 | 5
> N#CC1=C(N)Oc2c([nH]c(=O)[nH]c2=O)C1c1ccccc1[N+](=O)[O-] (centres undefined)
→ -6 | -2
> COc1ccc(NC(=O)C2CC(c3ccc(F)cc3)=NO2)cc1 (centres undefined)
→ -4 | -2

Overlap with the part before: 6 compounds, followed by the next part.
Fields – mHTT-CaM PPI inh | Pf apPOL inh
> Nc1nonc1C(=O)NCCN=Cc1ccccc1O
→ 0 | -4
> Cc1ccc2snc(C(=O)N(C)C)c2c1
→ -5 | -3
> Cc1c(Cl)cccc1NC(=O)CN1CCc2ccccc2C1C(=O)N1CCC(C)CC1 (centres undefined)
→ 69* | -6
> CCC(=O)N1N=C(c2ccccc2)CC1c1cc2cc3c(cc2nc1Cl)OCCO3 (centres undefined)
→ 0 | 5
> N#CC1=C(N)Oc2c([nH]c(=O)[nH]c2=O)C1c1ccccc1[N+](=O)[O-] (centres undefined)
→ -6 | -2
> COc1ccc(NC(=O)C2CC(c3ccc(F)cc3)=NO2)cc1 (centres undefined)
→ -4 | -2
> CCC1c2ccc(C)n2CCN1C(=O)NCc1cccc(OC)c1 (centres undefined)
→ 3 | 1
> Cc1cccc(-c2noc(NC(=O)NNc3c(Cl)cccc3Cl)n2)c1
→ · | 4
> O=C(Nc1ccc2c(c1)CCCN2C(=O)c1ccco1)c1c(F)cccc1F
→ 7 | 0
> COC(CNC(=O)C1CCC(Cn2c(=O)[nH]c3ccsc3c2=O)CC1)OC (centres undefined)
→ 3 | 4
> CCn1c(N2CCCC(C(=O)NC3CC3)C2)cc(=O)n(C)c1=O (centres undefined)
→ 0 | -4
> Cc1ncc(CO)c2cc(C(=O)Nc3ccccc3)c(=Nc3ccc4c(c3)OCO4)oc12
→ 0 | -7
> CCCCCCNC(=O)NC(CC(=O)O)c1ccccc1 (centres undefined)
→ · | -14
> N#C/C(=C\c1ccc(-c2ccc(C(=O)O)cc2)o1)c1nc2ccccc2[nH]1
→ 8 | -4
> COc1ccc(C#N)c(S(=O)Cc2ccccc2)c1 (centres undefined)
→ 5 | -1
> COc1cccc(C(=O)Nc2c3c(nn2-c2ccc(F)cc2)CSC3)c1
→ 41 | -7
> CC(C)C(=O)Nc1nc(-c2ccc(Cl)cc2)cs1
→ -18 | -6
> CC(=O)Nc1cc(C(=O)NCCN2CCCCC2)c2ccc(C)nc2c1
→ 6 | 24
> CCn1cc(C2=CCN(C(=O)NCc3ccc(OC)cc3)CC2)c2cccnc21
→ 17 | -9
> COc1ccc(-c2cc(N3CCCC3)ncn2)cc1
→ -13 | -61
> Cc1c(Cl)cccc1NS(=O)(=O)c1ccc2[nH]cc(C(=O)NC3CCCC3)c(=O)c2c1
→ 19 | -14
> Cc1ccc(-c2nc(C(=O)N(C)C)c3n2CCCCC3)cc1
→ 5 | -14
> O=C1CC(=O)N2N=C(Cc3ccccc3)SC2=N1
→ 1 | -2
> O=C(C1CC1)N1CCc2sc(S(=O)(=O)Nc3ccccc3Br)cc2C1
→ 15 | 3
> O=C(c1ccc([N+](=O)[O-])cc1)c1nn2c(nc(=O)c3ccccc32)s1
→ 2 | 0
> CC(C)C[C@@H](CN=[N+]=[N-])N1CCN(Cc2ccccc2)CCC1=O
→ 4 | -3

Profiles as entered above. Values in the order: mHTT-CaM PPI inh	Pf apPOL inh
`O=C1CC(=O)N2N=C(Cc3ccccc3)SC2=N1` in the list: 1	-2
`CC(C)C[C@@H](CN=[N+]=[N-])N1CCN(Cc2ccccc2)CCC1=O` in the list: 4	-3

Continued:
Fields – mHTT-CaM PPI inh | Pf apPOL inh
> O=C(c1cccc(F)c1)N1CCN(c2ccc([N+](=O)[O-])cc2)CC1
→ 5 | -1
> O=C(NCCCN1CCOCC1)c1cnc(N2CCN(c3ccccn3)CC2)c2ccccc12
→ 7 | -2
> Cc1ccc(C(=O)N2CCN(c3nc(CN4CCC(C)CC4)cs3)CC2)cc1F
→ 0 | -5
> O=C1OC(c2ccc3c(c2)OCO3)=N/C1=C\c1ccc(Cl)cc1Cl
→ 1 | 8
> CCc1c(C)nc2[nH]nc(-c3ccccc3)n2c1=O
→ 2 | -2
> COc1cc(C=NNC(=S)Nc2ccc(F)cc2)ccc1OC(=O)c1ccc(Cl)c(Cl)c1
→ · | -2
> COc1cc(C2SCC(=O)N2Cc2ccccc2)ccc1O (centres undefined)
→ -3 | -2
> CCNC(=O)NNc1c(Cl)cccc1Cl
→ · | -3
> O=C(NCCc1ccccc1)c1cc2n(n1)C(C(F)(F)F)CC(c1cccs1)N2 (centres undefined)
→ 13 | -3
> CCOC(=O)c1c(-c2ccc(OC)cc2)oc2ccc(O)cc12
→ -16 | 0
> COc1cc(NC(=O)c2ccc(C)c(Cl)c2)c(OC)cc1Cl
→ 7 | -7
> Cc1ccc(OCCN2C(=O)CSC2=O)cc1
→ -7 | -1
> Cc1cccc(NC(=O)c2cccc(F)c2)c1C
→ -7 | -26
> CN(C)CCCN1C(=O)C(=O)C(=C(O)c2ccc(F)cc2)C1c1cccs1 (centres undefined)
→ -4 | -9
> COc1ccccc1NC(=O)CN1CCN(CC(=O)Nc2ccc(C)c(F)c2)CC1
→ 29 | -6
> CCOC(=O)c1c(SCC(=O)Nc2nnc(CC)s2)nc(=O)[nH]c1C
→ -8 | 4
> CCCn1c(=O)c(N2CCC(NC(=O)NCc3cccc(OC)c3)CC2)nc2ccccc21
→ 6 | 0
> Cc1ccc(Oc2ccc(NC(=O)Cc3c[nH]c4ccccc34)cc2)nn1
→ -8 | -7
> CC(C)NC(=O)c1c2c(nc3ccccc13)CCC2
→ -1 | 1
> O=C1OCCN1C(=O)[C@H]1[C@H](c2ccccc2)C(c2ccccc2)=NN1c1ccc(Br)cc1
→ 13 | -1
> O=C(Cc1ccccc1)Nc1nnc(-c2ccccc2)s1
→ -1 | -1
> Cc1cccc(C)c1OCCCSC#N
→ -44 | -3
> Cc1ccc(C(C)C)c(OCCn2nnc3ccccc32)c1
→ 0 | 3
> CCCC1CCC2(CC1)CC[C@@H]2OC(=S)Nc1ccccc1Br (some centres undefined)
→ -23 | -8
> COCCNC(=O)c1nn(-c2ccc(OC)cc2OC)c(=O)c2ccccc12
→ 6 | -3
> CCCn1nc(-c2nonc2N)nc1-c1nonc1N
→ -6&-3 | 1&0
> CC(=O)c1cccc(NC(=O)c2ccoc2C)c1
→ 2 | 0
> O=C(Cc1ccc(F)cc1)N1CCC2(CC1)NC(=O)N(Cc1ccc(F)cc1)C2=O
→ 7 | -7
> Cc1ccc(-c2nnc(N3CCOCC3)c3ccccc23)cc1S(=O)(=O)NC(C)(C)CO
→ 5 | 0
> O=c1oc2c(-c3ccccc3[N+](=O)[O-])cc(O)cc2s1
→ 61* | 43
> O=C(Cc1ccccc1)N1CCCC1c1nc(-c2ccccc2)n[nH]1 (centres undefined)
→ -7 | -2
> COc1ccc(CN2CCc3ccccc3C2)cc1OC
→ 0 | 1
> Cc1cc(OCC(=O)Nc2ncn[nH]2)ccc1Cl
→ 5&0 | 2&-2
> CC(=O)Nc1ccc2c(c1)S(=O)(=O)N=C(CC(C)C)N2c1ccccc1
→ 2 | 0
> COc1ccc(CNC(=O)c2cc3c(s2)CCN(C(=O)c2ccccc2)C3)c(OC)c1
→ 16 | -6
> CC1CCn2c(nc3cc(C(=O)NCc4ccc5c(c4)OCO5)ccc32)C1 (centres undefined)
→ 14 | -2
> Cc1cc(Cl)ccc1-n1c(CCC(=O)O)ccc1-c1cccs1
→ 68* | -9
> CCOc1ccc2cc(C(=O)NC(C)=O)c(=Nc3ccccc3)oc2c1
→ 1 | -3
> O=S(=O)(c1ccc2ccccc2c1)N1CCSC1c1ccccc1 (centres undefined)
→ -24 | ·
> COC(=O)Cc1cc(OC)c(OC)cc1[N+](=O)[O-]
→ 1 | -1&-11&-2
> CC1(C)OC(=O)C(=Cc2c(F)cccc2Cl)C(=O)O1
→ · | -13
> Cc1ccc(N(C(=O)COc2ccc(Br)cc2)C2C=CS(=O)(=O)C2)cc1 (centres undefined)
→ 19 | 1
> COc1ccc(C2NCC3(C)CN2CC(C)C3O)cc1OC (centres undefined)
→ 1 | 16
> O=C(C1CCC(=O)N1Cc1ccccc1Cl)N1CCN(c2cccc(Cl)c2)CC1 (centres undefined)
→ 27 | -16
> CCN1CCN(CCNC(=O)C2CCCN(c3ncc(-c4ccc(C)cc4)cn3)C2)CC1 (centres undefined)
→ -6 | -4
> CCN(CC)S(=O)(=O)c1ccc(-c2csc(=Nc3ccc(C)cc3)n2C)cc1
→ -1 | -9
> O=C(Nc1nnc(SCc2c(F)cccc2Cl)s1)c1cc(-c2ccco2)on1
→ 18 | 61*
> Cn1c(C2CCN(C(=O)Cc3ccc(Cl)cc3)C2)nc2ccncc21 (centres undefined)
→ 10 | -6
> Cn1c(=O)c(C#N)cn(-c2ccccc2)c1=O
→ · | -10&-7
> Cc1onc(-c2ccccc2Cl)c1C(=O)NC(C)c1ccccc1 (centres undefined)
→ -9 | -7

Later entries.
Fields – mHTT-CaM PPI inh | Pf apPOL inh
> Cc1ccccc1CC(=O)NC1CCN(c2ccccc2)C1=O (centres undefined)
→ -9 | 0
> COc1cc(C(=O)Nc2ccc(S(=O)(=O)Nc3ncccn3)cc2)c([N+](=O)[O-])cc1OC
→ 1 | 36
> COc1ccccc1OCC(=O)Nc1ccc(S(=O)(=O)NC(C)=O)cc1
→ 1 | -10
> COc1ccc(Br)cc1C(=O)Nc1cc2cc(Br)ccc2oc1=O
→ -4 | -5
